# High-throughput results from PubChem BioAssay.
# ARFGAP1 inhibitor: inhibitors of rat ARFGAP1. Q62848. Arfgap1-stimulated ARF1 GTP hydrolysis, GDP FP detection. inhibition, % at 16.5 µM. 360,000 compounds, 0.26% hits. AID 651572;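 active means inhibition above a per-plate limit, mean inhibition of low control wells plus 3 SD, cut at about 25% in these data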;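 further: 0% = DMSO wells with enzyme and 100% = wells lacking Arfgap1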
#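 Assay system: Rat Arfgap1 GAP domain (His6, aa 1-136), purified enzyme | Buffer or medium: HEPES 25 mM pH 7.5, NaCl 150 mM, MgCl2, DTT | Schedule: GTP hydrolysis reaction 2 h at 25 °C | Signal: FP of antibody-bound GDP Alexa 633 tracer, ex 620/em 688 nm | Measure: Percent inhibition of Arfgap1-stimulated GTP hydrolysis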
# ASAP1 inh: inhibitors of human ASAP1 ArfGAP activity; inhibition, % at 16.5 µM; ASAP1-stimulated ARF1 GTP hydrolysis, GDP FP detection; Q9ULH1; 360,000 compounds, 0.19% hits; in the data active means inhibition above about 25%;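 further: 0% = vehicle with enzyme and substrate and 100% = no enzyme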
# TDP2 inh: TDP2 (human) inhibition, absorbance primary screen; O95551; recombinant TDP2, T5PNP hydrolysis, p-nitrophenol absorbance 415 nm; inhibition, % at 12.8 µM; 370,000 compounds, 0.34% hits;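 active means inhibition above the mean of all tested compounds plus 3 SD, set per campaign, cut at about 25% in these data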;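 further: 0% = DMSO with enzyme and 100% = buffer with substrate but no TDP2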
#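 System – recombinant human TDP2 · Quantity – TDP2 enzyme at 120 nM final · Doses – single concentration, 12.8 µM nominal, with 1% DMSO · Incubation – 2 h at 37 °C · Measured by – epi absorbance of p-nitrophenol freed from T5PNP by hydrolysis · Read-out – % inhibition relative to enzyme-containing and enzyme-free wells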
# DDE Tn6 FP inh: disrupts Tn6 cyclic peptide binding to fibrin D-Dimer-E complex; 370,000 compounds, 0.21% hits; Fibrin DD(E) TRITC-Tn6 fluorescence polarization displacement; P02675; AID 720509; inhibition, % at 8.3 µM;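 active means inhibition above a per-campaign cutoff: mean of compounds within control limits plus 3 SD, cut at about 15% in these data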;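 further: 0% = median of all compound wells on the plate and 100% = blocking peptide control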
# ADAM17 inh: inhibitors of human ADAM17. P78536. recombinant ADAM17, EDANS/DABCYL FRET peptide cleavage. inhibition, % at 6.95 µM. 370,000 compounds, 0.83% hits;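 active means inhibition above the mean of compounds lying between control limits plus 3 SD, set per campaign, cut at about 8.5% in these data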;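 further: 0% = DMSO-only wells as the low control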
# DDE Tn7 FP inh: inhibitors of Tn7 peptide binding to human fibrin DD(E) | FP displacement of FITC-Tn7 peptide from fibrin DD(E); 0% = median of compound wells per plate | inhibition, % at 8.3 µM | 370,000 compounds, 0.13% hits;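 active means inhibition above the mean of compounds falling within the control limits plus 3 SD of them, cut at about 14% in these data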;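 further: 0% = plate median of compound wells and 100% = 10 µM Aha-Tn7 peptide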
#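 Assay system: Human clot-derived fibrin DD(E) complex | Buffer or medium: Tris/NaCl/CaCl2 buffer, pH 7.8 | Repeats: One replicate per compound | Benchmarks: Aha-Tn7 high control | Measure: % inhibition scaled between sample-field median and high-control FP | Schedule: 10 min plus 3 h, room temperature | Signal: Fluorescence polarization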
# PLC-gamma1 inh: PLC-gamma1 (human) inhibition, primary screen | P19174 | purified PLC-gamma1, fluorogenic substrate, fluorescence | inhibition, % at 12.2 µM | 370,000 compounds, 0.84% hits | AID 720700; in the data active means inhibition above about 9.5%
# SIAE inh: human SIAE inhibition, primary screen; Q9HAT2; SIAE FP-Rh probe binding, fluorescence polarization; inhibition, % at 9.66 µM; 370,000 compounds, 0.69% hits; AID 1053197;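 active means inhibition above a cutoff: mean of compounds within the control limits plus 3 SD of those, cut at about 17% in these data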;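 further: 0% = plate median of compound wells and 100% = probe without SIAE protein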
# PLCb3 inh: PLC-beta3 (human) inhibition, primary screen | Purified PLC-beta3, fluorogenic substrate, fluorescence | 370,000 compounds, 0.18% hits | inhibition, % at 12.2 µM | AID 720704 | Q01970; in the data active means inhibition above about 11%;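 further: 0% = median of compound wells on plate and 100% = full blocker control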
# Target sequence (Q01970 whole entry, looked up): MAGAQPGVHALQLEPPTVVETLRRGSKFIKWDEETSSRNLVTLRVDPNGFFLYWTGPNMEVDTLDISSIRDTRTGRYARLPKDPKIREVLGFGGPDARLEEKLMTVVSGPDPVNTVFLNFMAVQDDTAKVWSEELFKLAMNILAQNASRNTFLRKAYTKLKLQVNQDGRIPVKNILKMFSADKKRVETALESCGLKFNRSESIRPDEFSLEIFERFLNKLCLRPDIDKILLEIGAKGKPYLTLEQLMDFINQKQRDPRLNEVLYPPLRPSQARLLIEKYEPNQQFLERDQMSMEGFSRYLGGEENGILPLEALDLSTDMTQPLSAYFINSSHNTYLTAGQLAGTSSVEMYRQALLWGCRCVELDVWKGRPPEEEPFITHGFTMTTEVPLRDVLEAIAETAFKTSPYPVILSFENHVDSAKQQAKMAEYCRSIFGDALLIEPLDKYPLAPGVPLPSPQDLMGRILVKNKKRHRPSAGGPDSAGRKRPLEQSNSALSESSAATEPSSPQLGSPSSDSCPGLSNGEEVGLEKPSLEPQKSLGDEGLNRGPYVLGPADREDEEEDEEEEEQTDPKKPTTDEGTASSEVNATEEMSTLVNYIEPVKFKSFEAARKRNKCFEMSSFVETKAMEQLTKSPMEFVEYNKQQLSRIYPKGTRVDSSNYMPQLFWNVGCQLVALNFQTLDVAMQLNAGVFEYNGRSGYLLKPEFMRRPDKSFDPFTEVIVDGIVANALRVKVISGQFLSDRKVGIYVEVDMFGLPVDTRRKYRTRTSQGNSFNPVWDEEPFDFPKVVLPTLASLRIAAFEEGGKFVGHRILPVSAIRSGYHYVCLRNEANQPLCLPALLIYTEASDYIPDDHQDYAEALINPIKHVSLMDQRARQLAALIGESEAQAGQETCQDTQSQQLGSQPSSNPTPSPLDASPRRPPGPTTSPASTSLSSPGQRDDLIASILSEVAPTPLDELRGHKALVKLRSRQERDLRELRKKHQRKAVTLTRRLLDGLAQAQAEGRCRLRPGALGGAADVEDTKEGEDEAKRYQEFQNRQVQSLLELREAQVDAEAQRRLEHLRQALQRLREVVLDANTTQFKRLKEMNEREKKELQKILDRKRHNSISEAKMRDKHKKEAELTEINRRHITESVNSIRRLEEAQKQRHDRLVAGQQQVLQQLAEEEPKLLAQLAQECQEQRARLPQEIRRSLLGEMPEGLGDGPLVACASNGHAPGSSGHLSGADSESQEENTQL
# ADAM10 inh: ADAM10 inhibition, QFRET primary screen; O14672; recombinant ADAM10, EDANS/DABCYL FRET peptide cleavage, 3 h; inhibition, % at 7 µM; 370,000 compounds, 0.62% hits;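 active means inhibition above a per-campaign cutoff equal to the mean of compounds falling between control-based bounds plus 3 SD, cut at about 20% in these data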;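 further: 0% = DMSO wells while the 100% control is not disclosed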
# * = called active by the depositor; & = joins results of further samples.
# Preview:
SMILES,ARFGAP1 inhibitor,ASAP1 inh,TDP2 inh,DDE Tn6 FP inh,ADAM17 inh,DDE Tn7 FP inh,PLC-gamma1 inh,SIAE inh,PLCb3 inh,ADAM10 inh
CCCCCCCC(=O)NC1=NC(=O)C(C)(C)S1,-1,4,-20,-2,0,-1,1,2,-7,-4
CCN(Cc1ccccc1)C(=O)CCS(=O)(=O)c1cc2c(cc1Cl)NC(=O)CO2,9,-12,-3,-8,0,-3,1,2,5,0
O=C(NNc1ncnc2ccccc12)c1cccc(Cl)c1,-1,4,7,0,-1,-2,3,7,-5,-8
O=c1c2ccccc2n(Cc2ccc(F)cc2)c(=O)n1C1CCCC1,2,-9,7,-1,1,0,2,-4,0,9
Cc1ccc(N2CC(C(=O)N3CCN(c4ccccc4)CC3)CC2=O)cc1 (stereo not drawn),7,-4,-2,-6,-2,-1,-2,-1,1,3

# Results, repeating the preview:
SMILES,ARFGAP1 inhibitor,ASAP1 inh,TDP2 inh,DDE Tn6 FP inh,ADAM17 inh,DDE Tn7 FP inh,PLC-gamma1 inh,SIAE inh,PLCb3 inh,ADAM10 inh
CCCCCCCC(=O)NC1=NC(=O)C(C)(C)S1,-1,4,-20,-2,0,-1,1,2,-7,-4
CCN(Cc1ccccc1)C(=O)CCS(=O)(=O)c1cc2c(cc1Cl)NC(=O)CO2,9,-12,-3,-8,0,-3,1,2,5,0
O=C(NNc1ncnc2ccccc12)c1cccc(Cl)c1,-1,4,7,0,-1,-2,3,7,-5,-8
O=c1c2ccccc2n(Cc2ccc(F)cc2)c(=O)n1C1CCCC1,2,-9,7,-1,1,0,2,-4,0,9
Cc1ccc(N2CC(C(=O)N3CCN(c4ccccc4)CC3)CC2=O)cc1 (stereo not drawn),7,-4,-2,-6,-2,-1,-2,-1,1,3
C/C(N)=C(/C#N)C(=O)COC(=O)c1cc(-c2ccc(Br)cc2)nc2ccccc12,-7&16,10&4,-3&5,3&-8,-1&-2,-2&3,-2&0,-2&-12,3&0,-13&6
O=S(=O)(c1ccc(F)cc1)N1CCN(C(=S)NCc2ccco2)CC1,6,15,7,-3,-2,-1,1,7,-1,1
CCOc1ccccc1N(CC)C(=O)c1cc2c(s1)-c1ccccc1S(=O)(=O)C2,4,8,-3,3,-1,1,0,0,-1,-6
CCC(=O)Nc1ccc(S(=O)(=O)Nc2nccs2)cc1,9,22,0,-2,-2,5,-2,-7,-4,-2
COc1ccc(NC(=O)c2ccco2)cc1NC(=O)COc1ccccc1[N+](=O)[O-],0,2,-4,1,-2,3,-3,-5,4,-2
CCCC(C)NC(=O)CN1C(=O)NC2(CCc3ccccc32)C1=O (stereo not drawn),0,0,-10,-4,-2,3,1,-5,-7,-4
CCOC(=O)c1cnc2cc(-c3ccc(C(C)(C)C)cc3)nn2c1N,-16,-15,3,5,0,0,-1,7,-1,6
O=C(c1cccs1)N1C[C@H](O)[C@@H](n2cc(C3CC3)nn2)C[C@@H]1c1ccccc1,-2,-9,-12,-1,0,1,11*,-16,4,0
C=CCOc1cc(C)nc(-c2ccccc2O)n1,-2,-6,-5,3,-3,-2,-8,-6,-8,-3
CCc1cccc(NS(=O)(=O)c2c(C)n[nH]c2C)c1,9,-12,-12,0,0,1,9.8*,1,4,18
O=C(NCc1ccc(Cl)cc1)NCc1ccc(Cl)cc1,3,13,-10,-4,2,-1,8,-3,6,-1
Nn1c(SCc2ccccc2)nnc1-c1ccco1,-12,-6,-2,3,-1,-7,2,-5,3,-13
COc1ccc(C(CC(=O)c2ccccc2)S(=O)(=O)c2ccc(C)cc2)cc1 (stereo not drawn),-1,11,-3,-6,-5,2,4,0,-2,-10
CC(c1nccs1)N(C)c1nc2nonc2nc1NC1CC1 (stereo not drawn),-8,6,11,2,-7,-1,1,2,-12,-6
Cc1ccc(S(=O)(=O)Nc2ccc3c(c2)C(=O)N([C@H](C)CO)C[C@H](C)[C@@H](CN(C)Cc2ccccc2)O3)cc1,9,-1,-4,4,-2,2,0,-4,2,-1
CCN(Cc1cc(=O)[nH]c2ccccc12)C(=O)c1ccc(C)cc1,9,-1,-9,1,-4,-4,6,-3,-2,0
O=C(O)/C(=C\c1cccc([N+](=O)[O-])c1)c1ccc(S(=O)(=O)N2CCCCC2)s1,-5,-14,-5,2,-1,-5,-3,-5,-7,-5
COc1ccc([N+](=O)[O-])cc1NC(=O)C1CCCCC1C(=O)O (stereo not drawn),-1,-7,-2,8,1,-3,2,-9,5,-1
CCOC(=O)CCc1c(C)nc(SCc2ccc(C(=O)O)cc2)c(C#N)c1C,-5,-9,-7,-3,-3,-2,-2,6,-7,-8
COc1ccc(-c2c(C)nn3c(N)c(-c4ccccc4)cnc23)cc1OC,10,5,-7,-5,-5,1,-34,5,-82,-6
# (more compounds)
SMILES,ARFGAP1 inhibitor,ASAP1 inh,TDP2 inh,DDE Tn6 FP inh,ADAM17 inh,DDE Tn7 FP inh,PLC-gamma1 inh,SIAE inh,PLCb3 inh,ADAM10 inh
Cc1sc2ccccc2c1CNC[C@H]1O[C@@H](n2ccc(=O)[nH]c2=O)[C@H](O)[C@@H]1O,0,-5,5,-1,-6,1,0,0,-2,-9
CC(C)(C#N)NC(=O)C1CCCN1S(=O)(=O)c1ccc2ccccc2c1 (stereo not drawn),-2,-2,4,8,-3,1,1,2,-4,-2
Cc1oc(C(C)(C)C)cc1C(=O)Nc1ccc(C(=O)O)cc1,-14,-8,2,1,-3,5,-4,-1,-3,-1
Fc1cccc(Cl)c1/C=N/n1c(-c2cccnc2)n[nH]c1=S,-2,8,-1,4,5,-4,3,2,-1,14
Cc1c(C(c2cccs2)c2c(C)n(C)n(-c3ccccc3)c2=O)c(=O)n(-c2ccccc2)n1C,-1,-6,1,0,-3,3,-2,-2,-6,-3
CC(=O)N1CC(C)Oc2ccc(S(=O)(=O)Nc3ccc(Cl)cn3)cc21 (stereo not drawn),-9,2,-21,-5,-4,0,10*,6,-3,7
O=C(c1ccccc1)c1cc([N+](=O)[O-])ccc1N1CCOCC1,5,-2,-7,-9,1,-8,3,2,2,-6
O=C(NN1CCCCC1)c1ccccc1,-11,-2,5,-3,-2,2,-2,-3,1,4
COC(=O)c1nnn(-c2nonc2N)c1CSc1ccccn1,0,14,-2,-1,0,-7,0,1,1,0
CC1=C(C#N)C(/C=N/OCc2ccc(F)cc2Cl)CC(=O)N1 (stereo not drawn),0,3,6,2,-42,0,-26,-4,-32,-130
Cc1ccc(C)c(NS(=O)(=O)c2cc(C(=O)Nc3cccc(N(C)S(C)(=O)=O)c3)ccc2C)c1,-5,2,-7,-10,2,-5,2,-31,-1,4
Clc1ccc(-c2noc(CCCc3ccccc3)n2)cc1,-6,5,-3,12,-4,-1,-2,-1,1,-7
COc1ccccc1-c1nc(S(=O)(=O)c2ccccc2)c(N2CCOCC2)o1,9,-1,4,0,-4,-8,1,-5,-6,-7
COc1ccc(CCNC(=O)CSc2nnc3ccc(-c4ccccn4)nn23)cc1,10,-1,23,-3,-6,4,-14,0,-20,-8
Cc1cc(C)c2c(c1)/C(=N/Nc1ccc(S(N)(=O)=O)cc1[N+](=O)[O-])CCC2,0,5,4,-5,-6,7,2,3,-9,-3
O=C(CSc1nnc(Cc2ccccc2)o1)N1CCCc2ccccc21,-3,-5,2,4,-4,6,0,-6,-1,2
CSc1ccccc1NS(=O)(=O)c1cccc2nonc12,-10,-4,13,3,1,-8,-74,-1,-5,5
CC(C)NC(=O)c1cc2c(-c3ccc(Cl)cc3)nn(C)c2s1,-12,0,-4,4,-7,-2,-8,4,-9,-35
CCCSc1nc2c(c(=O)[nH]c(=O)n2C)n1Cc1ccccc1,2,6,7,-5,-2,-1,1,2,-5,2
Cc1ccccc1Cn1nc(C)c(NC(=O)c2noc3c2CCCC3)c1C,0,-7,0,2,-1,-5,2,5,0,3
CCOC(=O)c1ccc(C(=O)OCC)nc1,6,-5,1,-1,-2,-2,1,-2,5,-2
O=C1Nc2ccccc2/C1=C/c1cccnc1,6,-13,5,-5,1,3,2,2,9,9
Cc1cc(NC(=O)CN2C(=O)NC3(CCC(C)CC3)C2=O)no1 (stereo not drawn),7,-11,1,1,3,-2,3,2,-2,-5
CC[C@]12c3[nH]c4cc(CCC(=O)N(C)C)ccc4c3CCN1C(=O)[C@@H](CC(=O)NCc1ccco1)C[C@@H]2C(=O)N1CCN(C(=O)c2ccco2)CC1,11,-9,3,-7,-1,-2,-1,6,-2,-2
O=C(c1ccc(CS(=O)(=O)c2ccccc2)o1)N1CCOCC1,8,-2,12,0,-5,4,-3,1,-8,-13
# The results go on:
SMILES,ARFGAP1 inhibitor,ASAP1 inh,TDP2 inh,DDE Tn6 FP inh,ADAM17 inh,DDE Tn7 FP inh,PLC-gamma1 inh,SIAE inh,PLCb3 inh,ADAM10 inh
CC1=NN(c2ccc(C)cc2)C(=O)/C1=C/c1ccc(-c2cc([N+](=O)[O-])ccc2O)o1,-1,12,-5,-7,1,-9,5,13,-6,10
Cc1cccc(NC(=O)CNC(=O)COC(=O)c2ccco2)c1C,-9,11,-3,2,0,3,-2,6,-1,-7
O=C(O)c1ccccc1C(=O)NCc1cccnc1,3,-5,-3,-3,7,7,5,-1,14*,5
O=C(COc1ccc(Cl)cc1)N/N=C/c1cccc2cccnc12,-13,-11,-2,12,-4,5,2,6,-8,-7
CN1CCN(C(=O)c2cc(COc3ccccc3)on2)[C@@H](c2ccccc2)C1,3,9,1,-1,-4,-8,3,2,-5,-17
FC(F)(F)c1cccc(N2CCN(C3CC4CCC3C4)CC2)c1 (stereo not drawn),6,12,-11,-7,-9,5,-3,-3,-2,7
Nc1cccc(-n2nncc2-c2ccccc2)c1,2,1,5,-5,-7,2,-5,3,-4,-4
O=C(Nc1ccc2c(c1)OCCO2)c1cc(-c2ccccc2)nc2ccccc12,11,-17,-4,-9,2,2,2,-14,2,9
CCn1cc(SCC(=O)N2CCc3ccccc32)c2ccccc21,12,-12,-7,-6,1,-2,1,6,-2,-6
O=C(N/N=C/c1ccc(O)cc1)c1cncc(Br)c1,-1,1,-3,-3,1,3,-3,-4,-9,3
CC(C)(C)c1nnc(NC(=O)CCS(=O)(=O)Cc2ccccc2)s1,2,-4,-2,8,1,3,4,3,5,3
COc1ccc(NC(=O)c2cc(OC)c(OC)c(OC)c2)cc1S(=O)(=O)N1CCCCC1,6,2,-7,-3,-5,0,1,-9,-6,-9
CCOC(=O)c1cc(C#N)c(N2CCN(c3ccccn3)CC2)nc1-c1ccccc1,3,4,-1,0,-6,2,-9,-5,-8,-9
COc1ccc(-c2nnc(SCC(=O)NC3CCCCC3)o2)cc1,0,3,-1,-4,-4,10,2,0,-6,4
Cc1cccc(CN2C(=O)[C@H]3Cc4c([nH]c5ccccc45)C(C)(C)N3C2=O)c1,10,-1,-1,-7,8,-2,-1,6,-7,17
